Nrf2 activator: Nrf2 pathway activation | AREc32 ARE-luciferase reporter (MCF7-derived line), luminescence, 24 h | Potency, µM (highest dose often 46.1 µM), inactives show top-dose activation, hits mostly activators | actives 0.31% (n = 410,000); note: potency is the fitted concentration of half-maximal effect; % of control where 0% means no effect; nearly all actives have a fitted effect of over 65% in size
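ARE activation measured as luciferase luminescence (Steady-Glo, 30 min RT) in AREc32_Fluc cells after 24 hr compound exposure at 37 deg C, 5% CO2; cells seeded overnight at 1000/well in OPTI-MEM, 5% FBS.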
TGFb inhibitor: blocks TGF-b signaling. HepG2 CAGA-GFP TGF-b/SMAD3 reporter, GFP fluorescence, 18 h; TGF-beta stimulated, 500 pg/mL final. Potency, µM (top dose mostly 46.1 µM), for inactives: top-dose activity, negative = inhibition, hits mostly inhibitors. actives 1.2% (n = 410,000). AID 588855; note: potency is the fitted concentration of half-maximal effect; % is set by controls: 0 for no effect and ±100 for the full control effect; nearly all actives have a fitted effect of over 65% in size
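First, reporter cells (HEPG2 CAGA-GFP) rested 2 h at 37 degrees C. Next, compounds were pinned in and TGF-beta added to 500 pg/mL final. After 18 h, GFP was imaged per cell and summed per well.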
CCT chaperon mod: changes cytosolic chaperonin activity | activity change, % (concentration not given with the values), hits read low | purified chaperonin ATPase assay, HTRF ADP detection, 30 min | AID 651819 | actives 0.3% (n = 360,000); in the data active = activity change below about -30%; note: % is set by controls: 0 for no effect and ±100 for the full control effect
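First, chaperonin was dispensed at 40 nM or 20 nM final depending on batch activity. Next, compounds were pinned at 76 uM and ATP added at 10 uM. After 30 min at 37 °C, ADP detection reagents ran 30 min at ambient temperature.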
HepG2 tox: counter-screen for TGF-b inhibitors: cytotoxicity in HepG2 cells. HepG2 CAGA-GFP viability, ATP luminescence, 18 h. Potency, µM (doses to about 46.1 µM), for inactives: top-dose activity change, negative = cytotoxicity, actives largely listed as cytotoxic. actives 0.76% (n = 410,000). AID 588856; note: potency is the fitted concentration of half-maximal effect; some results filed as inactive show a strong effect at the top dose
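CellTiter-Glo luminescence gave cytotoxicity after 18 hours at 37 degrees C. The cells were HepG2 CAGA-GFP in 1% FBS DMEM, stimulated with 500 pg/mL TGF-beta after compound addition. %Activity was normalised to no-cell wells (complete cell-killing) and DMSO (no toxicity), and curves were fitted and classified.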
ATXN viability: viability counter-screen for ATXN expression inhibitors; S2 cells (HEK-293 line with an ATXN2-luciferase reporter) viability, CellTiter-Fluor protease fluorescence, 24 h; actives 0.49% (n = 400,000); Potency, µM (top dose mostly 56.7 µM), hits mostly cytotoxic; note: potency is the fitted concentration of half-maximal effect; nearly all actives have a fitted effect of over 40% in size
Akt phos inh: Akt phosphorylation inhibition; Neuro2A IGF-stimulated pAkt S473 HTRF, 20 min; active compounds read low; activity change, % for hits at 50 µM; actives 0.32% (n = 360,000); AID 651550; in the data active = activity change below about -80%; inconclusive = mostly about -51% to -80%; note: % is set by controls: 0 for no effect and ±100 for the full control effect
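Single-point screen (50 µM final compound) in Neuro2A cells stimulated 20 min with 6 nM IGF at 37 deg C. After lysis, Ser473-phosphorylated Akt read by HTRF (ex 330 nm, em 615/665 nm) as the 665/615 ratio.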
MmCpn inh: M. maripaludis TRiC chaperonin inhibition; Potency, µM (titrated, usually from 76.9 µM), for inactives: at the top dose activity, negative = inhibition, usual class: inhibitors; purified Mm-Cpn ATPase, ADP Transcreener TR-FRET; actives 0.031% (n = 330,000); note: potency is the fitted concentration of half-maximal effect; % is set by controls: 0 for no effect and ±100 for the full control effect; nearly all actives have a fitted effect of over 80% in size
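Inhibition of chaperonin ATP hydrolysis is measured as reduced ADP production, detected by competitive TR-FRET in which signal falls with ADP. Final enzyme 25 nM and ATP 10 uM, reacted 30 min at 37°C.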
A549 tox: counter-screen for Nrf2 inhibitors: cytotoxicity in A549 cells; actives 0.16% (n = 390,000); AID 504648; A549 ARE-Fluc cells, CellTiter-Fluor viability, 18-24 h; Potency, µM (highest dose often 46 µM), without a hit: at the highest dose activity change, negative = cytotoxicity, usual class: inhibitors; note: potency is the fitted concentration of half-maximal effect; % is set by controls: 0 for no effect and ±100 for the full control effect
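Cytotoxicity counterscreen: CellTiter-Fluor fluorescence was measured in A549 ARE_Fluc cells after 18-24 h of compound exposure in a concentration series. The subsequent BugLite luminescent read reports ARE-luciferase activity.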
Nrf2 block: inhibitors of Nrf2 signaling. Potency, µM (series often up to 46 µM), without a hit: top-dose activity change, negative = inhibition, usual class: inhibitors. AID 504444. actives 2.1% (n = 360,000). A549 ARE-Fluc reporter, luciferase luminescence, 18-24 h; note: potency is the fitted concentration of half-maximal effect; % is set by controls: 0 for no effect and ±100 for the full control effect; nearly all actives have a fitted effect of over 60% in size
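A549 ARE_Fluc cells, 5000/well, 5% FBS OPTI-MEM; compounds in dose-response, 18-24 h at 37 °C/5% CO2; CellTiter-Fluor viability read (Ex 405/Em 525), then BugLite luciferase luminescence = Nrf2 activity.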
Starred values were filed as active, the others as inactive; i = inactive; ? = inconclusive; · = no result given; & = joins results of further samples; ! = not active in a repeat; [ ] = another dose, or the depositor's remark. Unless noted, calls come from the whole dose curve; as a rule, active = well fitted curve in the direction sought with a large enough effect; inconclusive = small, poorly fitted or top-dose-only effect, or another doubt; inactive = no such curve, though single readings can be large; an effect the other way counts as inactive or inconclusive.

SMILES	Nrf2 activator	TGFb inhibitor	CCT chaperon mod	HepG2 tox	ATXN viability	Akt phos inh	MmCpn inh	A549 tox	Nrf2 block
CC1CC(C)(C)NC(=S)N1CCCC(=O)Nc1ccc(Cl)cc1 (stereo unspecified)	-0.7%	2.4%	0.2	-21.2%	i	i	-3.3%	-3.5%	?
Clc1ccc(-c2csc(N3CCN(c4ccccc4)CC3)n2)cc1	0.2%	?	-4.2	-9.5%	i	i	·	-0.1%	-8.4%
O=C(CCC(=O)OCC(=O)c1ccc([N+](=O)[O-])cc1)NC1CCCCC1	0.5%	-2.1%	1.9	9.3%	i	i	4.5%	-0.2%	1.8%
Cc1cccc(-n2cc(C(=O)O)c(=O)cc2C)c1	-0.3%	-3.5%	1.0	-1.6%	i	i	1.3%	-4.7%	-0.2%
CC(NS(=O)(=O)c1ccc(OCC(=O)NCc2ccccn2)cc1)c1ccccc1 (stereo unspecified)	-0.5%	6.1%	2.3	2.9%	i	i	3.2%	-13.8%	?
Cn1c(CCC(=O)OCC(=O)NCC(F)(F)F)nc(=O)c2ccccc21	-0.6%	2.8%	0.3	2.9%	i	i	-16.3%	5.7%	?
CS(=O)CC(O)(c1ccc(F)cc1)C1CC1 (stereo unspecified)	-0.4%	-12.3%	-1.1	-6.0%	i	i	·	·	·
Cc1ccc(-c2nnc(C)c(N3CC(C)OC(C)C3)n2)cc1 (stereo unspecified)	-0.1%	0.6%	-5.2	1.9%	i	i	0.8%	-1.9%	-14.2%
N#C/C(=C/c1ccc(F)cc1)c1nc(CCN2C(=O)c3ccccc3C2=O)cs1	-0.8%	18.8%	-0.4	-12.9%	i	i	-0.4%	4.6%	?
COc1cccc(NC(=O)Nc2ccc(C(C)(C)C)cc2)c1	2.2%	?	-2.9	-38.5%	?	i	0.9%	0.3%	3.4%
O=C(NC1CCCC1)C1CC(=O)N(c2ccc(F)c(Cl)c2)C1 (stereo unspecified)	-0.1%	-1.8%	0.0	4.8%	i	i	-4.5%	5.4%	9.2%
CN(C)c1ccc(C(C(=O)NC2CCCC2)N(Cc2cccnc2)C(=O)c2snc(C(N)=O)c2N)cc1 (stereo unspecified)	-0.9%	11.0%	-0.2	3.8%	i	i	1.9%	4.0%	4.4%
COc1ccc(OCCC(=O)NC2=NCCS2)cc1	0.6%	-2.1%	-0.5	-4.3%	i	i	1.4%	-10.9%	?
Cc1cccc(C)c1-n1nnnc1C1(C)CCC(=O)N1CCc1ccc(O)cc1 (stereo unspecified)	-1.7%	·	-1.1	·	i	i	·	·	·
Nc1n[nH]c2c1C1(CCCC1)Cc1ccccc1-2	-1.2%	15.4%	-1.3	8.3%	i	i	1.0%	-5.5%	-10.5%
O=C1C(Cc2ccccc2)Nc2ncnc(N3CCc4ccccc4C3)c2N1Cc1ccccc1 (stereo unspecified)	12.4%	-26.4%	-9.7	-19.0%	?	i	-2.8%	-7.0%	6.1%
Oc1ccc(/C=N/Nc2ccc(C(F)(F)F)cn2)cc1	7.0%	?	0.0	-41.6%	i	i	-2.0%	-6.9%	?
CC1CCN(c2c([N+](=O)[O-])c(=O)n(-c3ccccc3)c3ccccc23)CC1	-0.4%	1.1%	1.7	0.0%	i	i	0.9%	-8.9%	6.6%
Cc1ccc(S(=O)(=O)N2CCC(C(=O)NNC(=O)C3CC3)CC2)cc1Cl	-0.2%	-5.8%	-0.1	6.7%	i	i	0.6%	0.5%	7.5%
CCCc1noc2c1/C(=N\O)CCC2	2.1%	0.6%	2.7	1.7%	i	i	0.0%	1.3%	-6.4%
COc1ccc(-n2c(Cn3c(=O)sc4ccccc43)nnc2SCC(=O)N2CCOCC2)cc1	0.0%	-5.6%	-4.0	-19.3%	i	i	-1.1%	11.7%	-14.5%
CN1CCN(c2nc(N3CCN(CCO)CC3)nc3ccccc23)CC1	0.1%	13.1%	-2.1	-14.0%	?	i	-4.6%	?	5.7%
COCCNC(=S)NNC(=O)c1cc(-c2cccnc2)nc2ccccc12	0.9%	14.8%	-1.5	16.1%	i	i	-0.6%	-0.6%	3.1%
COc1cccc(CN2CCNC(=O)C2CC(=O)NCc2cc(C(C)C)no2)c1 (stereo unspecified)	-0.2%	-8.0%	-0.1	-2.4%	i	i	-0.5%	-3.6%	-0.8%
COc1ccccc1CCC(=O)NNC(=O)Cn1nc(C)cc1C	-1.0%	-18.8%	0.0	-15.5%	·	i	·	·	·
Cc1cc(-n2nc(C)cc2C)n2nc(C)c(-c3ccccc3)c2n1	0.3%	-1.2%	-2.0	-0.8%	i	i	2.1%	9.5%	-29.6%
CCOC(=O)C1CCN(C(=S)Nc2cc(OC)c(OC)cc2C(=O)OC)CC1	-0.8%	-5.9%	-0.6	-0.7%	i	i	-0.7%	2.6%	3.4%
Cc1ccccc1C(=O)Nc1ccc(C(=O)OCc2cc(=O)n3nc(C(C)C)sc3n2)cc1	0.4%	0.4%	·	-1.9%	·	·	·	-4.5%	·
CSc1ccc(/C=C/c2ccc3cccc(O)c3n2)cc1	5.4%	-19.9%	0.2	-36.9%	·	i	-0.8%	15.4%	?
COc1ccc(NC(=O)C(c2cc3c(cc2[N+](=O)[O-])OCO3)N(C)Cc2ccccc2)cc1 (stereo unspecified)	1.0%	-6.0%	-4.0	-32.4%	?	i	2.0%	-10.0%	5.8%
CN(c1ccccc1)S(=O)(=O)c1nnc(NC(=O)c2ccco2)s1	-0.4%&4.7%	4.0%&21.3%	0.9	3.9%&-3.2%	i	i	0.3%	-2.8%&2.5%	7.31µM*!
O=C(OCC(=O)N(Cc1ccccc1)Cc1ccccc1)c1ccccc1O	0.6%	0.9%	-0.2	-9.1%	i	i	-1.5%	1.3%	0.3%
CCOC(=O)N1CCN(C(=O)COC(=O)c2ccc(Cl)nc2)CC1	-0.7%	5.4%	0.2	5.4%	i	i	-1.7%	-5.4%	-0.3%
CNc1cncc(-c2ccc(S(C)(=O)=O)cc2)n1	0.1%	-4.0%	1.6	1.2%	·	i	·	·	·
O=C(CCCN1C(=O)/C(=C/c2cccs2)SC1=S)NNC(=O)c1ccccc1O	3.8%	-0.8%	-2.5	-10.2%	i	i	2.2%	-14.9%	?
CCC(C)c1ccccc1OCCCN(C)Cc1ccccc1 (stereo unspecified)	2.4%	-18.3%	-0.4	-1.3%	i	i	-2.5%	-2.4%	-1.4%
CCn1ncc(Br)c1C(=O)Nc1ccn(C23CC4CC(CC(C4)C2)C3)n1	0.4%	-14.0%	0.4	-13.6%	i	i	-1.2%	2.9%	-6.1%
CC1=C(C(=O)OCc2ccccc2)C(c2ccc(Br)cc2)NC(=O)N1CCCC(=O)O (stereo unspecified)	-0.1%	0.6%	-2.7	8.6%	i	i	-10.8%	-10.4%	-10.8%
CCOC(=O)C1=C(C)N(C)C(C)=C(C(=O)OCC)C1c1ccc(Cl)cc1	8.0%	?	-0.1	-63.5%	i	i	0.9%	-14.6%	3.8%
COc1ccc(OC)c(/C=N/NC(=O)c2[nH]nc3c2CCc2ccccc2-3)c1	0.2%	-11.9%	-1.9	-9.4%	i	i	-1.9%	7.7%	3.4%
CCOc1ccc(CC(=O)NC2CC(=O)N(c3ccc(C)c(C)c3)C2)cc1 (stereo unspecified)	0.5%	14.2%	·	7.4%	·	·	·	-0.7%	·
CC(C)C[C@H]1COc2cc(N3CCC[C@@H]3CO)ccc2S(=O)(=O)N1	-0.4%	·	-0.6	·	i	i	·	·	·
CCOC(=O)c1snc2c(=O)[nH]cnc12	-0.1%	1.7%	-1.8	-7.6%	i	i	-6.1%	0.0%	-17.2%
COc1cc(OC)cc(C(=O)NC(C(=O)OCn2nnc3ccccc3c2=O)C(C)C)c1 (stereo unspecified)	-1.7%	-1.8%	-0.3	2.5%	i	i	0.6%	8.1%	-18.6%
CC(=O)Nc1nn(C)c2nc3ccc(C)cc3cc12	3.4%	-4.0%	0.1	-10.9%	·	i	-4.9%	-3.5%	-8.1%
CCN(C[C@H]1N[C@@](CC)(C(=O)OC)[C@H]2C(=O)N(C)C(=O)[C@@H]12)C(=O)c1ccc(C(C)(C)C)cc1	0.8%	19.9%	0.9	-33.6%	i	i	0.9%	-5.2%	5.3%
Cc1ccn2c(CNC(C)CCn3cccn3)c(C(=O)N3CCCCCC3)nc2c1 (stereo unspecified)	1.6%	0.5%	0.0	3.0%	i	i	2.1%	-0.1%	-6.9%
CCN(CC)S(=O)(=O)c1cccc(C(=O)NCCCN2CCOCC2)c1	-0.5%	0.9%	-2.9	7.2%	i	i	-3.3%	4.5%[1.84 µM]	1.4%
COc1ccccc1NS(=O)(=O)c1cc(NC(=O)c2ccco2)ccc1N1CCOCC1	6.3%	?	-1.9	8.3%	i	i	-0.3%	-0.1%	?
CCOc1ccc(S(=O)(=O)N(CC(=O)Nc2ccc(OC)c(Cl)c2)c2ccccc2)cc1	0.1%	?	·	-6.3%	?	·	·	-0.5%	15.8%
CCc1nnc(NC(=O)c2nc(S(=O)(=O)Cc3ccc(C)cc3)ncc2Cl)s1	2.3%&9.6%	?	-0.4	-182.8%&-94.2%	·	i	1.6%	?	20.6µM*!
